Screening results (PubChem)
APJ agonist: activates the human apelin receptor APJ; P35414; CHO-K1 APJ PathHunter beta-arrestin, luminescence; 0% DMSO wells, 100% apelin; activation, % at 20 µM; 330,000 compounds, 0.11% hits; AID 2520;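 active = activation more than six SD over the plate average, tested at 20 µM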;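 also: 0% = DMSO alone and 100% = apelin-13 at 10 nM; some results filed as inactive read as strong as hits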
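Test system: CHO-K1 APJ beta-arrestin complementation cell line. Amount: cell density 1000 per well. Controls: DMSO negative, 10 nM Apelin-13 positive. Signal: luminescent beta-gal fragment complementation, chemiluminescent substrate. Read-out basis: agonist-driven arrestin binding to APJ. Timing: compound stimulation 90 min at 25 °C, detection 60 min.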
EBI2 antag: antagonists of human EBI2 receptor; P32249; EBI2 beta-arrestin recruitment, luminescence, 7a,25-OHC stimulated; AID 651636; inhibition, % at 5 µM; 360,000 compounds, 0.81% hits; in the data active = inhibition above about 38%;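 also: enzyme fragment complementation signal reports receptor beta-arrestin coupling in cells; 0% = agonist plus DMSO wells and 100% = wells without agonist; some results beyond the cut were filed as inactive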
Target sequence (P32249 whole entry, looked up, the tested form may be a part): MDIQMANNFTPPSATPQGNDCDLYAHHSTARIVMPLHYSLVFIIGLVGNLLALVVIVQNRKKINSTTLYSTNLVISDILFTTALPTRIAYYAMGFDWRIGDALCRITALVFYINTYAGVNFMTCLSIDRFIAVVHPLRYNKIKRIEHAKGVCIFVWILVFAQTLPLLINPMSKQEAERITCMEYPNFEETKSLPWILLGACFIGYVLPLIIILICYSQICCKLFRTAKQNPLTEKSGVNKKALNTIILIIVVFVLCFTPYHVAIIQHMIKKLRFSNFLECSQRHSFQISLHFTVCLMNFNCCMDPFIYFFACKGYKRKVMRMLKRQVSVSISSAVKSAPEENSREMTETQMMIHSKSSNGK
Mdm2-MdmX inh: human Mdm2/MdmX binding inhibition | SaOS-2 split-luciferase Mdm2/MdmX complementation, luminescence | 330,000 compounds, 3% hits | AID 485346 | inhibition, % at 8 µM;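 active = inhibition of at least 50% at 8 µM in the primary screen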
XBP1 UPR activ: activators of adaptive arm of unfolded protein response (XBP1). CHO-XBP1 luciferase reporter, IRE1-XBP1 UPR activation, luminescence; percent of tunicamycin response, DMSO as zero. activation, % at 20 µM. AID 463104. 330,000 compounds, 0.33% hits;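 active = versus positive control, 20 µM dose yields 30% or more activation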;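 also: 100% = tunicamycin at 10 µg/mL and 0% = DMSO only wells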
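Material: CHO cell line with stable XBP1 luciferase reporter; schedule: 16-18 h cell attachment at 37 °C, then 6 h compound exposure; signal: glow luminescence from Steady-Glo reagent; medium: serum-containing F12 medium, 10% FBS; benchmarks: tunicamycin 10 µg/mL and vehicle-only wells; read-out: percent activation relative to tunicamycin reference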
UPR CHOP act: apoptotic UPR (CHOP) activation | CHO-CHOP luciferase reporter, luminescence; percent of tunicamycin response over DMSO baseline | activation, % at 10 µM | 330,000 compounds, 0.34% hits | AID 449763;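 active = at 10 µM dose, activation of 40% or more, normalized to positive control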;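 also: 100% = tunicamycin at 10 µg/mL and 0% = DMSO alone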
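Evaluation: % reporter activation, DMSO baseline versus tunicamycin full activation; System: CHO-CHOP luciferase reporter cell line; Input: 500 cells/well; Incubation: 6 h compound treatment, 37 °C; Measured by: Steady-Glo luciferase luminescence; Dosing: one dose, 10 µM in 0.5% DMSO; Buffer or medium: F12 medium, 10% FBS; Benchmarks: positive tunicamycin 10 µg/mL, negative DMSO alone.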
APJ antag: APJ receptor antagonism; AID 2521; CHO-K1 APJ beta-arrestin complementation, luminescence; 330,000 compounds, 0.32% hits; P35414; inhibition, % at 20 µM;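 active = inhibition above about 40% at 20 µM, limit read from the data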;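 also: cells challenged with 10 nM apelin-13 agonist together with compound; plate controls were apelin-13 plus DMSO wells for no effect and DMSO wells lacking apelin-13 for full effect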
tim23-1 inh: growth inhibitors of tim23-1 mutant yeast; inhibition, % at 20 µM; AID 463212; 330,000 compounds, 1.3% hits; S. cerevisiae tim23-1 growth, BacTiter-Glo luminescence, 24 h;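 active = growth inhibition of the mutant yeast at or above 50%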;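 also: temperature-sensitive mutant grown at 25 °C; plate controls were DMSO-treated mutant yeast for no effect and medium wells lacking yeast for full effect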
CCR6 antag: blocks CCL20-driven beta-arrestin recruitment at human CCR6 | inhibition, % at 20 µM | P51684 | CHO-K1 CCR6 PathHunter beta-arrestin, luminescence, CCL20-stimulated | 340,000 compounds, 0.49% hits;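 active = compounds whose inhibition of the agonist-driven luminescence signal at 20 µM reaches about 50%, limit read from the data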;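 also: cells stimulated with CCL20 at 14 nM final; plate controls were DMSO with CCL20 for no effect and DMSO without agonist for full effect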
Target sequence (P51684 whole entry, looked up): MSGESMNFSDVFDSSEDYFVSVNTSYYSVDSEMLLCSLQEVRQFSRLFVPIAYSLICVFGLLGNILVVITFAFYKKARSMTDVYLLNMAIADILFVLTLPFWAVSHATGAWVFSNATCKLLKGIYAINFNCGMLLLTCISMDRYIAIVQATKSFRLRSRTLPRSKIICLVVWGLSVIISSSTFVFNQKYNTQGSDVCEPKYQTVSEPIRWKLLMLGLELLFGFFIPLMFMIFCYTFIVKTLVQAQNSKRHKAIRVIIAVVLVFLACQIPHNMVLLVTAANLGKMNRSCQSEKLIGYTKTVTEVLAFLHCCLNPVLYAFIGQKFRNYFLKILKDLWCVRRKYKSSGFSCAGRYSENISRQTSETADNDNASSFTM
CXCR6 inh: inhibitors of human CXCR6 receptor; O00574; CHO-K1 PathHunter CXCR6 beta-arrestin, luminescence; inhibition, % at 20 µM; 360,000 compounds, 0.36% hits; in the data active = inhibition above about 34%, passing the limit was not always enough;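 also: antagonist mode with CXCL16 agonist at 10 nM final; 0% = 10 nM CXCL16 with DMSO and 100% = unstimulated wells without agonist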
Target sequence (O00574 whole entry, looked up): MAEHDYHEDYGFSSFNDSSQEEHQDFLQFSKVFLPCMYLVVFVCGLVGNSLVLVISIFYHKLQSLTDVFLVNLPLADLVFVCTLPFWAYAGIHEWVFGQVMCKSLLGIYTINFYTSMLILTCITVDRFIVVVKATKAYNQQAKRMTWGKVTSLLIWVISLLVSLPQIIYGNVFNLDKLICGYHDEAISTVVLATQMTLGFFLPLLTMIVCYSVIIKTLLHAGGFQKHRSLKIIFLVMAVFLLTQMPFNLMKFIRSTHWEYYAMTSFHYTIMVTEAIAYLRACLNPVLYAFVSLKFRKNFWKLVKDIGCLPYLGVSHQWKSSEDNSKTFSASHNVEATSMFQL
Starred values were filed as active, the others as inactive; nt = not tested or not shown. Not all compounds are listed; count on the stated rates, not on these rows.

SMILES | APJ agonist | EBI2 antag | Mdm2-MdmX inh | XBP1 UPR activ | UPR CHOP act | APJ antag | tim23-1 inh | CCR6 antag | CXCR6 inh
COC(=O)c1c(NC(=O)C2C3CCC(C3)C2C(=O)O)sc2c1CCCCC2 (stereo unspecified) | -4 | 2 | 10 | 0 | -0.3 | 10 | 15 | 4 | -1
Cc1cc(NC(=O)c2ccccc2)nc(C)n1 | 0 | 4 | 11 | 0 | 2.2 | 9 | 3 | 3 | 0
CC(C)OCCCNC(=O)CCC(=O)NNc1nc2ccccc2c2nc(-c3ccccc3)nn12 | 1 | -4 | 7 | -1 | 2.2 | -5 | 0 | -2 | -10
CC1CCN(C2=C(NS(=O)(=O)c3ccc(Cl)cc3)C(=O)c3ccccc3C2=O)CC1 | 4 | -14 | -34 | -1 | 0.7 | -13 | 39 | -4 | -9
COc1ccc(/C=C/c2c(-c3ccc(OC)cc3)oc3cccnc23)cc1 | -9 | -9 | 15 | -1 | 1.4 | 7 | 4 | 1 | -9
O=C(NC(NC(=O)c1ccccc1)c1cccc([N+](=O)[O-])c1)c1ccccc1 | -1 | -13 | 7 | -2 | 4.4 | 11 | -1 | -3 | -7
Cc1cc(C(=O)COC(=O)Cc2ccc(Br)cc2)c(C)n1C | 1 | 7 | 6 | 2 | -0.4 | 8 | 27 | 6 | -5
COCCCn1c(SCC(=O)N2CC(=O)Nc3ccccc32)nnc1-c1ccoc1C | -7 | -1 | -2 | 0 | -2.4 | 9 | 3 | -3 | -1
Cc1ccnc(NC(=O)C2CCN(S(=O)(=O)c3cccc4nonc34)CC2)c1 | -5 | 1 | 23 | -4 | -1.8 | 21 | 8 | -13 | 2
CCNC(=O)c1c(NC(=O)c2cc(-c3cc(C)ccc3O)n[nH]2)sc2c1CCCC2 | -3 | 16 | 45 | 42* | 7.9 | -11 | 14 | -26 | -16
O=C(c1cccc(F)c1)N1CCN(c2cccc(Cl)c2)CC1 | -2 | 5 | 29 | 2 | 0.4 | -9 | 21 | 4 | -11
COC(=O)c1ccc(CSc2nnc3ccccn23)o1 | 3 | -4 | 8 | -3 | 1.2 | 6 | 8 | -3 | -8
Cc1c(Cl)cccc1NC(=O)CC1Oc2ccccc2NC1=O (stereo unspecified) | -1 | -3 | 22 | -2 | 2.1 | -10 | -13 | 4 | -6
O=C(CCCN1C(=O)/C(=C\c2ccco2)SC1=S)Nc1ccc2ccccc2c1 | 4 | 12 | 60* | -2 | -4.3 | -5 | 78* | 21 | 9
COC(=O)c1sccc1-n1cccc1C(=O)C(=O)Nc1ccc(F)cc1 | -1 | 12 | 7 | 1 | 0.1 | -7 | 32 | 19 | 9
O=C(CCN1CCN(c2ccccc2)CC1)c1ccc(Cl)cc1 | -2 | -3 | 9 | -6 | 2.0 | 14 | 32 | -8 | -8
CCOc1cc(S(=O)(=O)n2cnc(C)c2)ccc1Cl | 0 | -11 | 18 | 1 | -1.3 | 9 | 15 | 9 | -7
CCN1CCN(C(=O)c2cc(S(=O)(=O)N3CC(C)CC(C)C3)ccc2Cl)CC1 (stereo unspecified) | -3 | -14 | 10 | -1 | 0.7 | 17 | -11 | 4 | 3
Clc1ccccc1Cc1noc(CN2CCN3CCCC3C2)n1 (stereo unspecified) | -3 | -13 | 7 | 1 | 0.8 | 3 | -6 | 3 | 2
CCCn1c(N)c(N(CCOC)C(=O)C2CCCC2)c(=O)[nH]c1=O | -5 | -8 | 11 | -1 | 0.0 | -3 | -10 | 4 | -10
O=C(c1cccc(S(=O)(=O)N2CCCCCC2)c1)N1CCN(c2ccccc2F)CC1 | 2 | 13 | 13 | -4 | 27 | 14 | 18 | 8 | -1
O=C(Nc1ccccc1C1CC1)c1cccs1 | -5 | 4 | -5 | 0 | -0.9 | -2 | 11 | 5 | 6
COc1cc2c(cc1NC(=O)C(C)Sc1nc3ccccc3n1C)oc1ccccc12 (stereo unspecified) | 6 | -7 | -2 | -2 | 1.7 | 8 | 17 | 0 | -6
Cc1ccc(-n2c(=S)[nH]c3c(oc4ccccc43)c2=O)cc1C | -2 | -1 | -27 | 0 | -0.5 | -17 | 27 | 9 | -8
CCOC(=O)N1CCN(C(=O)C(NS(=O)(=O)c2cccc3nsnc23)c2ccccc2)CC1 (stereo unspecified) | 2 | 0 | 13 | -2 | -1.3 | 9 | 19 | -1 | -9
New compounds follow:
SMILES | APJ agonist | EBI2 antag | Mdm2-MdmX inh | XBP1 UPR activ | UPR CHOP act | APJ antag | tim23-1 inh | CCR6 antag | CXCR6 inh
Cc1ccc(C)c(C(=O)COc2ccccc2[N+](=O)[O-])c1 | 0 | -19 | 30 | -4 | 1.6 | -22 | 15 | 23 | -4
CC(C)(CSc1nncn1/N=C/c1ccco1)NS(=O)(=O)c1ccc(Cl)cc1 | -2 | -5 | -8 | 0 | -1.7 | -12 | 6 | 1 | -6
NS(=O)(=O)c1ccc(NC(=S)NCc2cccc(Cl)c2)cc1 | 1 | 4 | 8 | -2 | 0.7 | 6 | 7 | 1 | -16
Cc1ccc(-c2[nH]ncc2CN2CCN(C(=O)c3cccs3)CC2)cc1C | -5 | 7 | 30 | -6 | 1.0 | 7 | 4 | 21 | 1
CCCNC(=O)c1ccc(N2CCC3(CC2)CC(c2ccccc2)=NO3)c(NC(=O)c2ccc(Br)cc2)c1 | 7 | 8 | 10 | 2 | 1.0 | 2 | 12 | 1 | 9
Cc1nnc(NC(=O)c2ccc(S(=O)(=O)C(F)F)cc2)s1 | -2 | 3 | -1 | 1 | 5.2 | -12 | 7 | 10 | 4
O=C(COC(=O)c1ccccn1)NCc1ccccc1 | -2 | -13 | 1 | -2 | 0.8 | 1 | 4 | 8 | 2
COc1ccc(OCC(O)Cn2c(Nc3cccc(C)c3)nc3c2c(=O)n(C)c(=O)n3C)cc1 (stereo unspecified) | 0 | 13 | -2 | -3 | 3.0 | 15 | 14 | 12 | -7
COc1ccc(N2CCN(C(=O)CNC(=O)Cn3cnc4sc(C)c(C)c4c3=O)CC2)cc1 | 0 | 4 | 16 | -3 | -0.1 | 15 | 5 | 8 | -2
CCOC(=O)CSc1nnc(NC(=O)c2cccc(S(=O)(=O)N3CCCCCC3)c2)s1 | -4 | -6 | -15 | -1 | 0.2 | 3 | -3 | 8 | 12
CCn1c(=O)n(CC(=O)NCc2ccccc2OC)c(=O)c2ccccc21 | -5 | -9 | 18 | -1 | -1.2 | -8 | -7 | -6 | -4
COC(=O)[C@@]1(Cc2ccc(F)cc2)[C@H]2c3cc(C(=O)N(C)C)n(Cc4ccccc4)c3C[C@H]2CN1C(=O)c1ccccc1 | -6 | nt | 5 | -1 | 2.6 | 8 | 13 | 1 | nt
COc1ccccc1OCC(=O)NCCc1nc2ccccc2[nH]1 | -2 | -3 | -5 | -7 | 0.1 | 12 | -6 | -2 | -6
CCCCCCn1c(SCCOC)nc2c1c(=O)[nH]c(=O)n2C | -2 | -5 | 24 | 4 | -1.8 | 6 | 7 | 14 | 0
CCC(c1nnnn1CCOC)N(Cc1cc2cc(C)c(C)cc2[nH]c1=O)CC1CCCO1 (stereo unspecified) | -2 | -5 | 3 | 2 | -0.1 | -1 | 4 | 4 | 0
C[C@@H](C(=O)N[C@H](C(=O)O)c1ccccc1)n1nnc2ccccc2c1=O | -3 | 16 | -1 | 1 | -2.1 | 2 | 13 | 2 | -2
O=C(CSc1nnc(CNC(=O)c2ccccc2F)o1)NCc1ccco1 | -2 | 4 | 8 | -7 | -2.8 | 18 | 11 | 8 | -2
COC(=O)c1sc(N2C(=O)C(O)=C(C(=O)c3ccc(C)o3)C2c2cccs2)nc1C (stereo unspecified) | 2 | 16 | 18 | 0 | 4.4 | 0 | 5 | 17 | 2
C=CCNC(=O)CCc1nnc(C2(c3ccc(Cl)cc3)CCC2)o1 | -1 | -1 | -28 | -1 | 2.8 | 2 | 9 | 6 | 6
COc1ccc(OC)c(C2=NS(=O)(=O)N(C)C(C(=O)Nc3ccc(F)cc3F)=C2)c1 | -1 | 17 | -3 | -5 | -0.8 | -5 | 26 | 15 | 2
CC(C)NC(=O)CSc1nncn1-c1ccccc1 | -3 | -7 | 8 | -2 | 1.7 | -22 | -10 | 2 | 1
CCCCCN(C(=O)CCC(=O)OC(C)C(=O)Nc1cccc(C#N)c1)c1c(N)n(CCCC)c(=O)[nH]c1=O (stereo unspecified) | -5 | -3 | 7 | -3 | -0.3 | 4 | -11 | 6 | 4
COC(=O)C1=C(C)NC(=O)C1(NS(=O)(=O)c1ccc(NC(C)=O)cc1)C(F)(F)F (stereo unspecified) | -5 | -9 | 20 | -2 | -0.6 | 15 | 6 | -5 | -6
CCOC(=O)c1c(NC(=O)Cn2nnc(-c3ccccc3Cl)n2)sc(C)c1C | -4 | -9 | 16 | -1 | 0.3 | 2 | 7 | 10 | 3

An excerpt of these results, in markdown:
| Structure | APJ agonist | EBI2 antag | Mdm2-MdmX inh | XBP1 UPR activ | UPR CHOP act | APJ antag | tim23-1 inh | CCR6 antag | CXCR6 inh |
| --- | --- | --- | --- | --- | --- | --- | --- | --- | --- |
| O=C(CCN1CCN(c2ccccc2)CC1)c1ccc(Cl)cc1 | -2 | -3 | 9 | -6 | 2.0 | 14 | 32 | -8 | -8 |
| CCOc1cc(S(=O)(=O)n2cnc(C)c2)ccc1Cl | 0 | -11 | 18 | 1 | -1.3 | 9 | 15 | 9 | -7 |
| CCN1CCN(C(=O)c2cc(S(=O)(=O)N3CC(C)CC(C)C3)ccc2Cl)CC1 (stereo unspecified) | -3 | -14 | 10 | -1 | 0.7 | 17 | -11 | 4 | 3 |
| Clc1ccccc1Cc1noc(CN2CCN3CCCC3C2)n1 (stereo unspecified) | -3 | -13 | 7 | 1 | 0.8 | 3 | -6 | 3 | 2 |
| CCCn1c(N)c(N(CCOC)C(=O)C2CCCC2)c(=O)[nH]c1=O | -5 | -8 | 11 | -1 | 0.0 | -3 | -10 | 4 | -10 |
| O=C(c1cccc(S(=O)(=O)N2CCCCCC2)c1)N1CCN(c2ccccc2F)CC1 | 2 | 13 | 13 | -4 | 27 | 14 | 18 | 8 | -1 |
| O=C(Nc1ccccc1C1CC1)c1cccs1 | -5 | 4 | -5 | 0 | -0.9 | -2 | 11 | 5 | 6 |
| COc1cc2c(cc1NC(=O)C(C)Sc1nc3ccccc3n1C)oc1ccccc12 (stereo unspecified) | 6 | -7 | -2 | -2 | 1.7 | 8 | 17 | 0 | -6 |
| Cc1ccc(-n2c(=S)[nH]c3c(oc4ccccc43)c2=O)cc1C | -2 | -1 | -27 | 0 | -0.5 | -17 | 27 | 9 | -8 |
